esBAF inh = Bmi1 luciferase reporter increase in mESCs, primary screen, esBAF inhibitor project, mouse ES cells, Bmi1 luciferase knock-in, single point. 24 h; 100% = twice the neutral-well signal. reporter increase, % at 12.5 µM. AID 602393, 2012. 2% of 350,000 active; in the data active means activation above about 40%;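 further: 0% = median of the plate's neutral control wells and 100% = double that signal; a rise in the Bmi1 reporter signal indicates esBAF inhibition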
RAD52 inh = RAD52 DNA annealing inhibitors, primary screen, biochemical, FRET, single point, set 2; DNA repair protein RAD52 homolog (Homo sapiens), P43351; recombinant RAD52 DNA annealing, FRET fluorescence; inhibition, % at 18.7 µM; 0.46% of 360,000 active; AID 651710, 2012;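 active means every replicate showing at least 50% inhibition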
Target sequence (P43351 whole entry, looked up): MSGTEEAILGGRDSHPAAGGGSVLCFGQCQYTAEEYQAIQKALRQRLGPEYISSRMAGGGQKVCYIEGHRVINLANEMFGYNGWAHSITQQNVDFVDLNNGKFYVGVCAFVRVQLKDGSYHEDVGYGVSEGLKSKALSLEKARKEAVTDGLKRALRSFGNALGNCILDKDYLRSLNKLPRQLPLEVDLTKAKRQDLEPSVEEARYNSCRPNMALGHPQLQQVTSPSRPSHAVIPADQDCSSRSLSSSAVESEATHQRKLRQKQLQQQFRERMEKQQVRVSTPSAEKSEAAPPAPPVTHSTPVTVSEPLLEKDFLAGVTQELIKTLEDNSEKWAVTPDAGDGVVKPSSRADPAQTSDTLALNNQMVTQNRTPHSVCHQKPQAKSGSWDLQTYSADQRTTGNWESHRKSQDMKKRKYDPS
GSIS activator = GLuc luminescence reporter in INS-1E cells, primary screen for activators of glucose-dependent secretion of insulin; INS-1E GLuc reporter insulin secretion, 2-3 h; activation, % at 16.6 µM; 0.61% of 370,000 active;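 active means lowest replicate activation of at least 40%, so every replicate reaches that level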;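 further: 0% = median of neutral control wells and 100% = median of IBMX positive control wells; some compounds called inactive have numbers as strong as hits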
XiGFP reactiv = activators of inactive X chromosome reactivation, primary screen, imaging, XiGFP fibroblasts, GFP high-content imaging, set 2 | XiGFP mouse fibroblasts, % GFP-positive cells imaging, 3 d; cells co-treated with 5-aza-dC sensitizer; scaled so ellipticine positive control = 100% | activation, % at 7.58 µM | 0.055% of 360,000 active | AID 743238, 2013;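 active means mean normalized replicate activation at least 10% and every replicate at or above 10%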;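 further: 0% = median of on-plate neutral control wells and 100% = ellipticine 6 µM median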
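System: SV40-immortalized XiGFP fibroblast cells, line 68-5-11 / Incubation: 3-day compound exposure, then 15 min fixation at room temperature / Compound: single concentration per compound, delivered by pin transfer / Buffer or medium: DMEM plus 5-aza-dC sensitizer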
ERAP1 inh = human ERAP1 aminopeptidase inhibitors, primary screen, biochemical, single point, plate reader. Endoplasmic reticulum aminopeptidase 1 (Homo sapiens), Q9NZ08. recombinant ERAP1, Leu-AMC fluorescence, 60 min. inhibition, % at 10.7 µM. 0.15% of 340,000 active;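 active means mean replicate inhibition of at least 30%, or all replicates individually reaching that 30% level; inactive means mean below 30% and not every replicate reaching it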;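 further: 0% = neutral control wells and 100% = L-leucinethiol positive control wells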
RAD54 branch = inhibitors of human RAD54 branch migration, primary screen, biochemical, fluorescence, single point | DNA repair and recombination protein RAD54-like (Homo sapiens), Q92698 | RAD54 Holliday junction branch migration, FAM/BHQ fluorescence | inhibition, % at 10.4 µM | 0.14% of 360,000 active;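 active means mean normalized replicate activity at least 40 and at least half of replicates scoring 40 or more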;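 further: 0% = median of neutral control wells and 100% = median of positive control wells; inhibitors cause a drop in the FAM fluorescence signal; in these data hits start at about 50%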
ARNT TACC3 PPI = disruptors of ARNT/TACC3 protein interaction, primary screen, biochemical, AlphaScreen, single concentration. AlphaScreen His-ARNT PAS-B/GST-TACC3 binding, luminescence; TACC3 fragment carries E629A point mutation. inhibition, % at 9.99 µM. 0.66% of 390,000 active;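 active means mean inhibition of replicates at least 50% and at least half of replicates each reaching 50%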;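 further: 0% = complete ARNT plus TACC3 wells and 100% = ARNT alone without TACC3; many hits fall short of the cut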
CFTR F508del cor = F508del CFTR correction, initial screen, CFBE line, single point. CFBE cells, YFP halide quenching; stimulated with forskolin plus potentiator P3; % fluorescence drop versus neutral controls. activity (quench increase), % at 7.58 µM. 0.36% of 350,000 active. AID 720511, 2013;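 active means mean added fluorescence quench of at least 8% versus neutral control, with both replicates also reaching 8%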;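 further: cells transiently co-express mutant CFTR-F508del with the halide-sensitive YFP; corrector assay measuring rescue of mutant channel to the surface after 24 h compound exposure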
* = called active by the depositor; x = not tested or not shown.

Key to letters – A = esBAF inh; B = RAD52 inh; C = GSIS activator; D = XiGFP reactiv; E = ERAP1 inh; F = RAD54 branch; G = ARNT TACC3 PPI; H = CFTR F508del cor
1: CCOC(=O)c1c(-c2ccc(C)cc2)csc1NC1=NS(=O)(=O)c2ccccc21
  A = x	B = -29	C = 4	D = -0.1	E = 0	F = x	G = 5	H = 1.9

2: C[C@H](CO)N1C[C@H](C)[C@@H](CN(C)S(=O)(=O)c2ccc(Cl)cc2)OCCCC[C@H](C)Oc2ccc(N(C)C)cc2C1=O
  A = -5	B = x	C = 25	D = -0.6	E = x	F = x	G = x	H = -1.1

3: COC(=O)c1cc(S(=O)(=O)NCc2ccc(Br)cc2)c[nH]1
  A = 2	B = -13	C = 10	D = 0.2	E = 2	F = -3	G = -4	H = 0.2

4: O=C(NC1CCCC1)c1cccc(Cl)c1
  A = x	B = -17	C = -8	D = 0.0	E = -2	F = x	G = 2	H = -1.2

5: N#C[C@H]1N[C@@H](CO)[C@@H]1c1ccccc1
  A = -3	B = -26	C = 15	D = -0.1	E = 0	F = 14	G = 10	H = -2.1

6: CCc1nc(N2[C@H](CO)[C@H](c3ccccc3-c3ccccc3C)[C@@H]2C#N)sc1C
  A = x	B = 5	C = -1	D = 0.0	E = 1	F = x	G = x	H = -0.7

7: COc1ccccc1NC(=O)N[C@@H]1CC[C@@H](CCn2cc(-c3ccccc3OC)nn2)O[C@@H]1CO
  A = 3	B = 3	C = -24	D = 0.0	E = 1	F = -11	G = -26	H = 0.8

8: Cc1cc(NC(=O)c2c(Cl)cccc2Cl)no1
  A = x	B = 6	C = 1	D = -0.1	E = -2	F = x	G = -1	H = -1.4

9: Nc1nc2n(n1)C(c1cccc(Br)c1)CC(c1ccc(F)cc1)N2 (configuration not stated)
  A = 4	B = -9	C = 30	D = 0.2	E = 1	F = 4	G = -5	H = 0.6

10: C=C(C)CNC(=S)N/N=C/c1ccc([N+](=O)[O-])cc1
  A = x	B = -18	C = 10	D = 0.0	E = 7	F = x	G = 1	H = -0.5

11: COc1cccc(CNc2ccc([N+](=O)[O-])cc2Cl)c1O
  A = x	B = -11	C = -6	D = 0.1	E = 1	F = x	G = 9	H = -1.9

12: COc1ccc(NC(=S)Nc2ccc(S(N)(=O)=O)cc2)c(OC)c1
  A = x	B = -3	C = -5	D = 0.0	E = -2	F = x	G = 3	H = 2.3

13: CN1CCN(c2ccccc2/C=N/NC(=O)c2cccnc2)CC1
  A = x	B = -18	C = 9	D = 0.3	E = x	F = x	G = -1	H = 0.0

14: Cc1ccc(C(=O)NC2CCN(CC(=O)NCc3cccs3)CC2)cc1
  A = x	B = -6	C = 2	D = 0.0	E = 3	F = x	G = x	H = x

15: O=C(Nc1ccc(S(=O)(=O)Nc2ncccn2)cc1)c1ccccc1
  A = -1	B = -20	C = 7	D = 0.0	E = 1	F = -1	G = -5	H = 0.0

Next part
Key to letters – A = esBAF inh; B = RAD52 inh; C = GSIS activator; D = XiGFP reactiv; E = ERAP1 inh; F = RAD54 branch; G = ARNT TACC3 PPI; H = CFTR F508del cor
16: CCCC#Cc1ccc([C@H]2[C@H]3CN(CC4CC4)CCCCN3[C@H]2CO)cc1
  A = x	B = 14	C = 5	D = -0.1	E = -4	F = -3	G = -7	H = 0.6

17: CC(C)CC#Cc1ccc([C@H]2[C@@H](CO)N3C(=O)CN(C(=O)NC4CCCCC4)C[C@H]23)cc1
  A = x	B = 6	C = -22	D = 0.5	E = 0	F = x	G = x	H = 0.3

18: O=C(NCCc1ccccc1)C1C(=O)Nc2ccccc2C(=O)N1C1CCCCC1 (configuration not stated)
  A = x	B = -18	C = 6	D = 0.1	E = x	F = x	G = x	H = -0.7

19: O=C(COC(=O)CC12CC3CC(CC(C3)C1)C2)Nc1cccnc1Cl
  A = x	B = -9	C = -41	D = 0.0	E = 0	F = x	G = -3	H = 0.7

20: CCOP(=O)(OCC)c1nc(-c2cccc([N+](=O)[O-])c2)oc1N1CCCCC1
  A = x	B = -4	C = -6	D = -0.1	E = 0	F = x	G = 4	H = 1.1

21: CCOc1ccc(S(=O)(=O)NCc2ccc(Cl)cc2)c2cccnc12
  A = x	B = -10	C = 18	D = 0.1	E = 1	F = x	G = 8	H = x

22: O=C(OCc1ccccc1Cl)c1cc([N+](=O)[O-])ccc1N1CCOCC1
  A = 2	B = -4	C = 23	D = -0.2	E = 1	F = 3	G = 11	H = 1.9

23: C[C@H](CO)N1C[C@H](C)[C@H](CN(C)S(=O)(=O)c2ccccc2)Oc2ccc(NC(=O)Nc3ccc(F)cc3)cc2C1=O
  A = 0	B = -22	C = -10	D = 0.0	E = 3	F = 1	G = -10	H = 3.8

24: CCCNC(=O)N(C)C[C@@H]1Oc2cc(C#Cc3cccc(F)c3)ccc2S(=O)(=O)N([C@H](C)CO)C[C@@H]1C
  A = -1	B = 2	C = -17	D = 0.0	E = 1	F = -3	G = -4	H = 3.8

25: COc1ccc(OC)c(S(=O)(=O)NC(C)CCc2ccccc2)c1 (configuration not stated)
  A = -5	B = -4	C = -24	D = 0.1	E = 0	F = -12	G = 1	H = 2.0

26: Cc1nn(C)cc1/C=N/O
  A = 3	B = x	C = 10	D = x	E = x	F = -3	G = -5	H = x

27: CCCCC(=O)Nc1ccccc1N1CCN(c2ccccc2)CC1
  A = x	B = 1	C = -5	D = 0.0	E = 2	F = x	G = -1	H = -1.0

28: CSc1ncc(C(=O)Nc2cccc(Cl)c2C)c(C)n1
  A = -5	B = -44	C = 5	D = 0.2	E = 4	F = -15	G = -3	H = x

29: Cc1ccc(CN2CCC(Oc3cccc(C(=O)NCc4cccnc4)c3)CC2)o1
  A = -3	B = -21	C = 23	D = 0.0	E = 1	F = -9	G = 5	H = -2.4

30: COc1ccc2c3c([nH]c2c1)[C@@H](CO)N(C(=O)CC1CC1)CC31CN(Cc2cccnc2)C1
  A = x	B = -7	C = 2	D = 0.0	E = -4	F = x	G = x	H = 6.9

2 entries picked at random from those above:
Key to letters – A = esBAF inh; B = RAD52 inh; C = GSIS activator; D = XiGFP reactiv; E = ERAP1 inh; F = RAD54 branch; G = ARNT TACC3 PPI; H = CFTR F508del cor
24: CCCNC(=O)N(C)C[C@@H]1Oc2cc(C#Cc3cccc(F)c3)ccc2S(=O)(=O)N([C@H](C)CO)C[C@@H]1C
  A = -1	B = 2	C = -17	D = 0.0	E = 1	F = -3	G = -4	H = 3.8

21: CCOc1ccc(S(=O)(=O)NCc2ccc(Cl)cc2)c2cccnc12
  A = x	B = -10	C = 18	D = 0.1	E = 1	F = x	G = 8	H = x

Of the compounds above, these contain four or more nitrogen atoms.
Key to letters – A = esBAF inh; B = RAD52 inh; C = GSIS activator; D = XiGFP reactiv; E = ERAP1 inh; F = RAD54 branch; G = ARNT TACC3 PPI; H = CFTR F508del cor
7: COc1ccccc1NC(=O)N[C@@H]1CC[C@@H](CCn2cc(-c3ccccc3OC)nn2)O[C@@H]1CO
  A = 3	B = 3	C = -24	D = 0.0	E = 1	F = -11	G = -26	H = 0.8

9: Nc1nc2n(n1)C(c1cccc(Br)c1)CC(c1ccc(F)cc1)N2 (configuration not stated)
  A = 4	B = -9	C = 30	D = 0.2	E = 1	F = 4	G = -5	H = 0.6

10: C=C(C)CNC(=S)N/N=C/c1ccc([N+](=O)[O-])cc1
  A = x	B = -18	C = 10	D = 0.0	E = 7	F = x	G = 1	H = -0.5

13: CN1CCN(c2ccccc2/C=N/NC(=O)c2cccnc2)CC1
  A = x	B = -18	C = 9	D = 0.3	E = x	F = x	G = -1	H = 0.0

15: O=C(Nc1ccc(S(=O)(=O)Nc2ncccn2)cc1)c1ccccc1
  A = -1	B = -20	C = 7	D = 0.0	E = 1	F = -1	G = -5	H = 0.0

23: C[C@H](CO)N1C[C@H](C)[C@H](CN(C)S(=O)(=O)c2ccccc2)Oc2ccc(NC(=O)Nc3ccc(F)cc3)cc2C1=O
  A = 0	B = -22	C = -10	D = 0.0	E = 3	F = 1	G = -10	H = 3.8

30: COc1ccc2c3c([nH]c2c1)[C@@H](CO)N(C(=O)CC1CC1)CC31CN(Cc2cccnc2)C1
  A = x	B = -7	C = 2	D = 0.0	E = -4	F = x	G = x	H = 6.9

The listing continues.
Key to letters – A = esBAF inh; B = RAD52 inh; C = GSIS activator; D = XiGFP reactiv; E = ERAP1 inh; F = RAD54 branch; G = ARNT TACC3 PPI; H = CFTR F508del cor
31: Cc1ccc(N2CC(C(=O)NC3CCCCCC3)CC2=O)cc1 (configuration not stated)
  A = -4	B = -14	C = x	D = 0.0	E = -2	F = -6	G = x	H = -1.0

32: COc1ccc(/C(C)=N/N2CCOCC2)c(O)c1
  A = x	B = 10	C = 3	D = 0.3	E = -1	F = 5	G = -8	H = -1.7

33: COc1ccc(NC(=O)CCN2CCN(S(=O)(=O)c3cc(Cl)ccc3OC)CC2)cc1
  A = -7	B = x	C = -13	D = x	E = x	F = 2	G = -17	H = x

34: COC(=O)Cc1cc(OC)c(OC)cc1S(=O)(=O)N(C)C
  A = x	B = -9	C = 7	D = -0.1	E = 3	F = x	G = 21	H = 2.2

35: Cc1ccc(NC(=O)CN(C)C(=O)c2ccc(Sc3nncn3C)c([N+](=O)[O-])c2)cc1
  A = -6	B = 3	C = 4	D = 0.1	E = 1	F = 2	G = -2	H = 0.9

Of the compounds above, 2 contain two or more sulfur atoms:
Key to letters – A = esBAF inh; B = RAD52 inh; C = GSIS activator; D = XiGFP reactiv; E = ERAP1 inh; F = RAD54 branch; G = ARNT TACC3 PPI; H = CFTR F508del cor
1: CCOC(=O)c1c(-c2ccc(C)cc2)csc1NC1=NS(=O)(=O)c2ccccc21
  A = x	B = -29	C = 4	D = -0.1	E = 0	F = x	G = 5	H = 1.9

12: COc1ccc(NC(=S)Nc2ccc(S(N)(=O)=O)cc2)c(OC)c1
  A = x	B = -3	C = -5	D = 0.0	E = -2	F = x	G = 3	H = 2.3

Compound activity (PubChem)

An unsorted share of the library. Share with any hit: about 3.3%.
